Screening data as filed in PubChem BioAssay.
GLD-1 RNA inh – GLD-1/TGE RNA complex disruptors, primary screen, biochemical, fluorescence polarization | Female germline-specific tumor suppressor gld-1 (Caenorhabditis elegans), Q17339 | inhibition, % at 5.96 µM | actives 0.44% (n = 320,000) | purified GLD-1 + fluorescein TGE RNA | AID 2280, 2010;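 active means percent inhibition above a per-plate cutoff, the plate mean of test compounds plus 3 SD, cut at about 30% in these data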;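 further: 0% = DMSO wells with GLD-1 and probe and 100% = wells lacking GLD-1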
Fam108B counter – mouse Fam108B serine hydrolase inhibitors, primary screen, counter-screen for RBBP9 inhibitor project, biochemical, fluorescence polarization | recombinant Fam108B, FP-Rh probe fluorescence polarization | inhibition, % at 9.51 µM | actives 0.33% (n = 300,000) | AID 1947, 2009;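 active means inhibition above the screen mean inhibition plus 3 SD, computed separately per campaign, cut at about 18% in these data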;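 further: inhibitors lower polarization as less probe binds the enzyme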
MCL1-BIM inh – inhibitors of MCL1 binding to BIM-BH3, primary screen, biochemical, fluorescence polarization. inhibition, % at 10.9 µM. actives 0.68% (n = 320,000). Induced myeloid leukemia cell differentiation protein Mcl-1 (Homo sapiens), Q07820. GST-MCL1 / FITC-Bim-BH3 fluorescence polarization;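 active means inhibition above the mean inhibition of all tested compounds plus 3 SD, set per campaign, cut at about 40% in these data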;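 further: 0% = DMSO wells and 100% = unlabeled Bim-BH3 peptide control; higher means more loss of mP so more displacement of Bim peptide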
Target sequence (Q07820 whole entry, looked up): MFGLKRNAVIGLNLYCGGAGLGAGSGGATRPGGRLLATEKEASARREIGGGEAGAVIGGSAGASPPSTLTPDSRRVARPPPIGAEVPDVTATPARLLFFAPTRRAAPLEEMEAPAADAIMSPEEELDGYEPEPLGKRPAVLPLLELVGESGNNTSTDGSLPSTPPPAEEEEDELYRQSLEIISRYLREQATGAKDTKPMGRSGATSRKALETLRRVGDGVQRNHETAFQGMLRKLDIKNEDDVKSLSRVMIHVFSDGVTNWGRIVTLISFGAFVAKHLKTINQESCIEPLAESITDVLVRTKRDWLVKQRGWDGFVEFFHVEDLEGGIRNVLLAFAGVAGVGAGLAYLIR
Bcl-xL primary – inhibitors of human Bcl-xL, primary screen, biochemical, fluorescence polarization, HTS; GST-Bcl-xL / FITC-Bim BH3 peptide fluorescence polarization; inhibition, % at 10.9 µM; actives 0.7% (n = 320,000); AID 2129, 2009;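 active means inhibition above the mean of all tested compounds plus 3 SD, cutoff set per campaign, cut at about 30% in these data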;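 further: 0% = DMSO wells and 100% = unlabeled Bim-BH3 peptide competitor; inhibitors lower millipolarization by displacing the labeled peptide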
Target sequence (Q07817 whole entry, looked up): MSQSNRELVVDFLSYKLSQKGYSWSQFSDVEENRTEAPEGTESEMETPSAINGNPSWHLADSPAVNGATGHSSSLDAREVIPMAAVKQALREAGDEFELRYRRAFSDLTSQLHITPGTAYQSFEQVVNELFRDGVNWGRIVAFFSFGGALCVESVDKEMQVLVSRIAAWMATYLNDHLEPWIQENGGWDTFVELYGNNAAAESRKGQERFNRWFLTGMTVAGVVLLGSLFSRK
Efflux pump mplx – inhibitors of Candida efflux pumps in yeast, primary screen, S. cerevisiae, Nile Red, multiplex. AID 485275, 2010. actives 0.44% (n = 330,000). S. cerevisiae Candida pump triplex. inhibition, % at 10 µM;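 active means plate passing quality check with inhibition over a set limit, or well fluorescence over plate mean plus 4 SD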;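 further: Nile Red retained in pooled yeast measured as flow cytometry median fluorescence; 0% = buffer negative control and 100% = Enniatin B positive control; higher means more Nile Red kept so more efflux inhibition; some compounds called inactive have numbers as strong as hits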
Yeast superoxide – reduction of superoxide in aged yeast, primary screen, HTS; S. cerevisiae aged cells, superoxide DHE fluorescence; stronger effect = lower value; superoxide response (% of plate mean), % at 10 µM; actives 0.18% (n = 330,000);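 active means superoxide response under a set limit, about three screen SD below normal, cut at about 65% in these data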;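 further: yeast aged for seven days with compound at 30 °C before DHE staining; 100% = average MFI of all compound-treated wells on the plate with controls excluded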
MEX-5 binding – MEX-5 zinc finger RNA-binding disruptors – biochemical, C. elegans, fluorescence polarization, MLPCN library, primary screen; Zinc finger protein mex-5 (Caenorhabditis elegans), Q9XUB2; MEX-5/FITC-TCR2 RNA binding; stronger effect = lower value; activity score (negative = inhibition of binding), % at 10 µM; actives 0.38% (n = 300,000); AID 1832, 2009;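 active means inhibition past about -25% in most replicates, and total fluorescence under double the plate's negative control median, limit read from the data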;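 further: 0% = DMSO and -100% = 5 µM competing unlabeled TCR2 RNA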
ZTA counter – blocks Epstein-Barr virus ZTA, an EBNA-1 counter-screen; inhibition, % at 11 µM; actives 0.15% (n = 320,000); ZTA-DNA binding, fluorescence polarization; P03206; AID 2234; in the data active means inhibition above about 33%
Target sequence (P03206 whole entry, looked up): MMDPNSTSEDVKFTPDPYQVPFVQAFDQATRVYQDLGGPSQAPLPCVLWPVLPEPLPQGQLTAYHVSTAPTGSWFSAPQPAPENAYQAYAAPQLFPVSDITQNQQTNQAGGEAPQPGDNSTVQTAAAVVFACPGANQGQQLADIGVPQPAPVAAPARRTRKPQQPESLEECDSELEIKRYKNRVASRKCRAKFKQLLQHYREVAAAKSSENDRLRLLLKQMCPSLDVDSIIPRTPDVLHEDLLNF
EBNA-1 inh – EBNA-1 DNA-binding inhibitors, primary screen, biochemical, fluorescence polarization. inhibition, % at 14.8 µM. actives 0.34% (n = 300,000). AID 1950, 2009; in the data active means inhibition above about 28%
Numbers without * were called inactive; x = no result given.

no.	SMILES	GLD-1 RNA inh	Fam108B counter	MCL1-BIM inh	Bcl-xL primary	Efflux pump mplx
1	CCCCN(C)CCNC(=O)C1CCCN(S(=O)(=O)c2cccc3nsnc23)C1 (stereo not given)	-5	6	2	8	-0.2
2	CCOc1cc(C2NN=C(c3ccccc3)S2)ccc1OCc1ccc(F)cc1 (stereo not given)	4	1	13	11	0.3
3	COc1ccc(N(CC(=O)NCc2ccccc2OC)S(=O)(=O)c2ccccc2[N+](=O)[O-])c(OC)c1	3	-1	1	2	0.1
4	CCCn1nc(NC(=O)C(C)C)c2cc3cc(OC)ccc3nc21	-7	-1	-2	0	0.0
5	CCN1C(=O)[C@H]2[C@@H](c3ccc(Cl)cc3)N3C(=O)CN(Cc4ccccc4)C(=O)[C@@]3(C)[C@H]2C1=O	-3	2	4	7	0.1
6	COc1ccccc1NC(=O)C(C)OC(=O)CCSc1ccc(F)cc1 (stereo not given)	8	3	2	1	0.1
7	CCn1cc(C(=O)N2CCN(c3ccc(OC)cc3)CC2)c(=O)c2cc(S(=O)(=O)N3CCOCC3)ccc21	4	-3	4	4	0.0
8	CCOC(=O)c1nc(Nc2ccc(N3CCOCC3)cc2)c2ccccc2n1	0	0	1	-1	-0.1
9	O=C(O)c1cc(NS(=O)(=O)c2cccc3nsnc23)cc(C(=O)O)c1	-6	-4	1	3	-0.1
10	CCOC(=O)C1=C(C)NC(SCC(=O)O)=NC1c1ccccc1 (stereo not given)	-2	-3	-5	1	-0.2
11	COc1cc(C(C)=O)ccc1OCC(O)CN1CCN(S(=O)(=O)c2ccccc2)CC1 (stereo not given)	2	-3	3	4	0.2
12	Cc1c(Nc2ncnc3nc[nH]c23)c(=O)n(-c2ccccc2)n1C	8	0	-7	-3	-0.1
13	COc1ccccc1NC(=O)C(C)OC(=O)CCC1CCCCC1 (stereo not given)	8	-4	2	3	-1.8
14	Cc1ccc(S(=O)(=O)NCCNC(C)c2ccc(Br)cc2)cc1 (stereo not given)	-1	x	-3	0	0.4
15	CCOc1ccc(-c2c(C(=O)N/N=C/c3c[nH]c4ccccc34)nnn2-c2nonc2N)cc1	10	19*	-11	0	-0.5

no.	Yeast superoxide	MEX-5 binding	ZTA counter	EBNA-1 inh
1	86	-0.6	-5	-5
2	88	x	-5	-5
3	101	0.6	19	11
4	100	0.1	0	5
5	89	-0.2	7	11
6	100	1.5	-9	-4
7	104	-0.4	-14	-12
8	91	-1.1	-6	6
9	89	-3.4	14	9
10	87	-0.5	2	-8
11	90	1.8	-4	7
12	88	-1.9	-13	4
13	96	3.0	-6	6
14	98	x	10	x
15	107	3.0	-3	1

Additional structures follow:
no.	SMILES	GLD-1 RNA inh	Fam108B counter	MCL1-BIM inh	Bcl-xL primary	Efflux pump mplx
16	C/C(=N\NC(=O)c1ccc2c(c1)OCO2)c1ccc(C(=O)O)s1	7	-6	5	7	0.0
17	CCN1CCCC(CO)(Cc2ccccc2)C1 (stereo not given)	-2	-6	4	0	0.5
18	CN(C(=O)COC(=O)c1ccc2c(c1)NC(=O)CS2)C1CCS(=O)(=O)C1 (stereo not given)	4	5	0	2	-0.1
19	CC1CCCC(NC(=O)C2CCN(C(=O)Nc3ccccc3)CC2)C1C (stereo not given)	-5	2	-4	-2	0.0
20	Cc1cccc(S(=O)Cc2ccc(C(=O)N3CCOCC3)o2)c1 (stereo not given)	4	1	6	4	0.1
21	COc1ccc(-c2cc(C)no2)cc1S(=O)(=O)N1CCN(c2ccc([N+](=O)[O-])cc2)CC1	2	-2	2	7	0.1
22	O=C1Nc2ccccc2/C1=N/c1sc2c(c1C(=O)NCCc1ccccc1)CCCC2	-5	-3	4	4	-0.1
23	CCOc1ccc(Nc2nc(Cc3nnc(SCC(N)=O)o3)cs2)cc1	0	-2	4	1	0.0
24	O=C(Nc1ccccc1C(=O)N1CCCCCC1)c1ccc(F)cc1	4	2	-5	-1	-0.2
25	COc1ccc(/C(N)=N/OC(=O)c2cccs2)cc1	2	-3	-1	4	0.0
26	COc1ccc(Cl)cc1NC(=O)CN1CCCC1	-2	-4	-12	-6	0.0
27	O=C(CCn1cnc2ccccc21)N/N=C/c1ccc(O)cc1	4	-2	-2	2	0.1
28	COc1cccc(C(C(=O)NC2CCCC2)N(Cc2cccnc2)C(=O)Cc2cccs2)c1 (stereo not given)	-7	-2	10	8	0.6
29	Cc1cc(C)n2nc(C(=O)N/N=C/c3ccccc3Cl)nc2n1	-4	3	11	0	0.0
30	CCn1c(CCCc2ccc(OC)c(C)c2)n[nH]c1=S	11	5	-18	-15	0.0

no.	Yeast superoxide	MEX-5 binding	ZTA counter	EBNA-1 inh
16	97	3.3	10	3
17	94	-1.4	-3	-7
18	110	1.6	7	9
19	84	1.7	3	10
20	94	-1.6	8	7
21	104	-4.0	-5	8
22	96	-1.3	-2	5
23	121	-0.6	4	4
24	113	1.6	-7	6
25	101	3.3	-5	0
26	107	1.2	17	9
27	65*	-0.7	1	10
28	130	-0.4	-2	-18
29	75	-6.9	-6	5
30	88	0.7	7	-3

Remaining list, next part:
no.	SMILES	GLD-1 RNA inh	Fam108B counter	MCL1-BIM inh	Bcl-xL primary	Efflux pump mplx
31	COc1ccccc1/C=C/C(=O)NC(=S)N(C)C1CCCCC1	-9	-6	7	3	0.1
32	COc1ccccc1C(=O)NC(=O)COc1ccc([N+](=O)[O-])cc1	4	-4	-2	4	0.0
33	COc1ccc(NC2=NC(C)(CO)CS2)cc1 (stereo not given)	3	2	6	3	-0.1
34	Cc1ccc2nc(/C(C#N)=C\c3ccc([N+](=O)[O-])o3)[nH]c2c1	-7	6	-73	-40	18*
35	O=c1[nH]c(/C(Cl)=C/c2c(F)cccc2Cl)nc2cc(Cl)ccc12	-2	7	8	2	0.0
36	O=C(CCCc1nc2ccccc2s1)NC(c1ccccc1)c1ccccc1	-1	-1	-15	-2	0.0
37	C=CCOC(=O)/C(=C/c1ccco1)NC(=O)/C=C/c1ccccc1	2	0	7	-1	0.1
38	O=C(O)c1cccnc1SC1CC(=O)N(CCc2ccccc2)C1=O (stereo not given)	8	-1	1	4	0.0
39	CCc1cccc(C)c1NC(=O)CNCc1ccccc1	-3	-3	4	8	-0.3
40	CCc1ccccc1NC(=O)/C(=C/c1ccccc1)c1ccccc1	-1	-2	0	5	-0.1
41	CCCc1cc(=O)[nH]c(SCC(=O)c2cc(C)n(C3CC3)c2C)n1	-2	4	3	7	0.5
42	CCN(CC)CC(C)CNC(=O)CC(C(=O)N1CCc2ccccc21)n1ccnc1 (stereo not given)	-3	-26	-3	5	-0.2
43	COc1ccc(CCN2CC(C(=O)NCc3c(C)n[nH]c3C)CCC2=O)cc1 (stereo not given)	0	1	-1	1	-0.6
44	Clc1ccc(Oc2cccc(/C=N/n3cnnc3)c2)cc1	2	-3	2	5	0.0
45	O=C(O)c1ccccc1NS(=O)(=O)c1ccccc1C(F)(F)F	1	-4	-1	4	0.1

no.	Yeast superoxide	MEX-5 binding	ZTA counter	EBNA-1 inh
31	86	0.1	-6	0
32	118	-6.4	7	0
33	99	-2.0	-4	-11
34	153	2.5	-12	-17
35	101	-1.4	4	6
36	70	1.9	11	4
37	92	-0.2	-15	-9
38	86	0.3	0	12
39	112	1.6	7	-2
40	86	1.3	10	1
41	114	-0.4	14	-7
42	74	-1.9	-23	1
43	98	-1.0	-3	-5
44	118	0.3	-2	-6
45	104	-3.4	-7	-23

The listing continues:
no.	SMILES	GLD-1 RNA inh	Fam108B counter	MCL1-BIM inh	Bcl-xL primary	Efflux pump mplx
46	C/C=C/c1ccc(OCC(=O)OCC)c(OC)c1	-4	-5	-5	1	0.0
47	CC(C)(C)C(=O)Nc1ccc2oc(-c3cc(F)c(F)cc3Cl)nc2c1	-7	-5	0	0	0.1
48	NC(=O)c1ccc[n+](CC(=O)c2ccc(NC(=O)c3ccccc3)cc2)c1	-2	-1	-1	5	-0.1
49	CC(=O)c1ccc(NC(=O)C(Cc2ccccc2)NC(=O)c2ccco2)cc1 (stereo not given)	3	0	-4	0	-0.1

no.	Yeast superoxide	MEX-5 binding	ZTA counter	EBNA-1 inh
46	91	0.4	7	0
47	108	5.1	-3	-4
48	94	-0.8	-3	4
49	101	-3.8	1	-3
